Bioassay records (PubChem BioAssay)
Large T inhibition: TAg ATPase/helicase activity blockers – biochemical (AID 1903) | SV40 large T antigen ATPase/helicase inhibition assay; higher % means a stronger effect | 310,000 compounds, 0.39% hits | one-dose inhibition, % at 20 µM; IC50 in µM for titrated hits; in the data active = a potency from the dose series; inconclusive = inhibition mostly from about 32% at the one dose, without a potency; inactive = the rest, 99 in 100 with inhibition below about 32%; note: strong numbers were not always called active
T cell HTS: modulates CD8 T cell binding to vesicles. 2C CD8+ T cell-vesicle binding, flow cytometry; stronger effect = lower value. calls only at 7 µM. 330,000 compounds, 0.068% hits. AID 2052;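 active = response, share of CD8 T cells binding vesicles, and their 90th percentile fluorescence all below set limits, cut at about 80% in these data, passing the limit was not always enough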
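material = purified 2C TCR transgenic mouse naive CD8+ T cells | controls = Unloaded micro-vesicles (low), QL9 vesicles with 0.7% DMSO (high) | detection = cytometric PE anti-B7-1 and Alexa647 anti-CD8 signals after 1% paraformaldehyde fixation | incubation = binding step 1.5 h, 37 °C, antibody labelling 20 min, ice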
WT yeast gro inh: growth inhibition of WT yeast, mitochondrial fusion screen; mitochondrial fusion phenotypic screen, WT strain; inhibition, % at 10 µM; 190,000 compounds, 2.1% hits; in the data active = inhibition above about 58%; tested in S. cerevisiae
West Nile antiviral: inhibition of WNV-induced cytopathic effect – cell-based, CPE readout (AID 1621). West Nile virus-infected cells, CPE inhibition; higher % means a stronger effect. 290,000 compounds, 0.02% hits. one-dose CPE inhibition, % at 10 µM; IC50 in µM for titrated hits; in the data active = a potency from the dose series; inconclusive = CPE inhibition mostly from about 3.7% at the one dose, without a potency; inactive = the rest, 99 in 100 with CPE inhibition below about 2.2%; note: strong numbers were not always called active
Myeloid diff 2: promotes myeloid progenitor differentiation; 360,000 compounds, 1% hits; AID 624256; calls only at 10 µM; ER-HoxA9 myeloid progenitors, lysozyme-GFP differentiation, flow cytometry;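 active = normalized GFP-positive differentiation at or above the plate's own cutoff, the solvent-only control mean plus 3 SD; inconclusive = no clear call, values can overlap the other calls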;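 note: cells exposed to compound for four days before flow analysis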
bCat nuc transl: modulators of beta-catenin nuclear translocation; nuclear translocation activity, % at 5 µM; HeLa beta-catenin nuclear translocation, immunofluorescence imaging; AID 1665; 190,000 compounds, 0.3% hits;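 active = nuclear translocation activity above 50% at 5 µM, with a well cell count of 50 or more; inconclusive = wells under 50 cells across six images, flagged as toxic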;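 note: per-cell ratio of nuclear to cytoplasmic median beta-catenin stain intensity; plate controls were DMSO negative control for no effect and GSK-3 inhibitor IX positive control for full effect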
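Test system: human HeLa cells, native beta-catenin. Compound dosing: 5 µM primary single dose, 0.1% DMSO, 0.02–20 µM confirmation series. Incubation: compound exposure 24 h at 37°C. Detection: beta-catenin immunostaining with DAPI counterstain, 20x imaging, 6 fields/well. Read-out basis: Nuclear/cytoplasmic beta-catenin signal ratio, % activation.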
PhoP inhibition: PhoP-dependent GFP reporter repression – Salmonella Typhimurium, primary screen (AID 1863) | 300,000 compounds, 0.16% hits | S. Typhimurium PhoP-regulated promoter GFP reporter, 4 h; higher % means a stronger effect | inhibition, % at 50 µM; hits with a dose series show IC50 in µM;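 active = inhibition over 29.93%, a cutoff 3 SD above the screen mean, later confirmed by dose response; inconclusive = inhibition over 29.93% but no dose response follow-up; inactive = inhibition at most 29.93% or unconfirmed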;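 note: 0% = low Mg2+ inducing control and 100% = high Mg2+ repressing control; strong numbers were not always called active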
RSV antiviral HEp-2: inhibition of RSV-induced cytopathic effect – HEp-2 cells, primary 10 µM value included (AID 2391). HEp-2 cells, RSV-induced CPE inhibition; higher % means a stronger effect. one-dose CPE inhibition, % at 10 µM; IC50 in µM for titrated hits. 310,000 compounds, 0.13% hits; in the data active = a potency from the dose series; inconclusive = CPE inhibition mostly from about 23% at the one dose, without a potency; inactive = the rest, 99 in 100 with CPE inhibition below about 21%; note: strong numbers were not always called active
Rac1 GTP hydrolysis: MgcRacGAP GTPase-activating activity inhibitors, confirmation, biochemical, ADP Hunter fluorescence | MgcRacGAP-stimulated Rac1 GTP hydrolysis, ADP Hunter fluorescence; higher % means a stronger effect; GST-tagged Rac1 F28L mutant substrate | one-dose inhibition, % at 30 µM; IC50 in µM for titrated hits | 340,000 compounds, 0.6% hits | AID 624330;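 active = first-screen hits whose inhibition reached a set limit at any dose in the follow-up dose series; inconclusive = inhibition above the set first-screen limit but never retested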;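 note: fluorescence reports GDP produced by GAP-driven GTP hydrolysis; strong numbers were not always called active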
WT yeast gro inh mutant strain: recorded beside WT yeast gro inh, whose call it bears; inhibition, %; mitochondrial fusion phenotypic screen, mutant strain inhibition
bCat nuc transl cell count 5 µM: also measured in bCat nuc transl; calls as there; cell count; measured here: cell count, cytotoxicity flag
T cell HTS vesicle-bound %: further read-out of T cell HTS, marked with its call; double positive events, %; measured here: CD8+ vesicle-bound cell fraction;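 binding gate set so that unloaded-vesicle control wells show 10% double positive cells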
Myeloid diff 2 GFP+ MAC1+ %: second read-out of Myeloid diff 2, no call of its own (marks repeat the call); GFP+ MAC1+ double positive, %; measured here: differentiation confirmed by MAC1 staining
An asterisk follows results filed as active; i = inactive; ? = inconclusive; . = no result given.

#	Compound	Large T inhibition	T cell HTS	T cell HTS vesicle-bound %	WT yeast gro inh	WT yeast gro inh mutant strain	West Nile antiviral	Myeloid diff 2	Myeloid diff 2 GFP+ MAC1+ %	bCat nuc transl	bCat nuc transl cell count 5 µM	PhoP inhibition	RSV antiviral HEp-2	Rac1 GTP hydrolysis
1	O=C(CNS(=O)(=O)c1ccccc1)NCC(=O)OCc1ccc(Cl)cc1	11%	i	50	.	.	0.1%	i	0.2	0.6	1313	-7%	1.6%	13%
2	Cc1cc(C(=O)CSc2nc3ccccc3c(=O)[nH]2)c(C)n1CC1CCCO1 (stereo unspecified)	6%	i	28	-3	-12	0.1%	i	0.9	0.7	1105	-7%	-0.9%	-2%
3	CCCCCCCNc1nc(Cl)nc(NCCO)n1	4%	i	60	13	11	-0.6%	i	0.5	0.0	1382	-8%	13%	0%
4	CCOC(=O)C(CC)Sc1ncnc2c1nnn2-c1ccc(F)cc1 (stereo unspecified)	2%	i	38	0	-8	0.0%	i	0.9	-2.7	925	2%	1.1%	10%
5	CC(NC(=O)C1CCCCC1)C(c1cccs1)N1CCOCC1 (stereo unspecified)	5%	i	26	.	.	-0.3%	i	1.6	-9.7	1182	-3%	0.6%	2%
6	O=c1[nH][nH]c(=S)n1-c1ccccc1C(F)(F)F	13%	.	.	.	.	-0.1%	.	.	0.6	1292	-10%	.	.
7	COc1ccc(Nc2nc(N3CCN(C)CC3)nc3ccccc23)c(OC)c1	3%	i	9	4	8	0.8%	i	0.1	-0.1	1498	0%	-3.0%	9%
8	COC(=O)[C@H](Cc1ccccc1)NC(=O)NCc1cccs1	-3%	i	2	-17	-21	0.5%	i	0.4	-1.5	1184	-8%	0.1%	5%
9	Cc1ccc(C)c(CSC2=NCCN2S(=O)(=O)c2ccccc2)c1	10%	i	35	.	.	-0.8%	i	0.8	.	.	1%	6.8%	7%
10	COc1ccc(S(=O)(=O)NCC2CCCN(Cc3cn(C)nc3C)C2)cc1 (stereo unspecified)	4%	i	20	.	.	-0.4%	i	6.4	.	.	-4%	-0.3%	11%
11	N/C(Cc1ccccc1)=N\OC(=O)c1cccc2ccccc12	5%	i	56	81*	21*	-0.3%	i	0.5	.	.	4%	-2.0%	13%
12	CCOc1ccccc1NC1c2ccccc2C(=O)N1c1cccnc1 (stereo unspecified)	11%	i	25	11	7	-0.1%	i	1.5	.	.	-4%	0.6%	12%
13	COc1ccc(OCc2nc3ccc(S(=O)(=O)Nc4ccccc4Cl)cc3[nH]2)cc1	-1%	i	42	28	-3	0.8%	i	0.2	1.5	1152	26%	11%	13%
14	COC(=O)c1c(C)nc2ccccc2c1-c1ccccc1	-2%	i	29	-8	12	-0.1%	i	0.4	0.7	980	1%	1.1%	-1%
15	CC1(C)CC(=O)C=C(N2CCCC2)C1	11%	i	12	-11	-9	0.4%	i	6.2	3.8	468	0%	1.2%	-1%
16	CC1=C(C(=O)Nc2cccc(C(=O)NC(C)c3ccccc3)c2)SCCO1 (stereo unspecified)	.	i	20	.	.	-0.6%	i	1.4	.	.	.	2.9%	1%
17	COc1cc(/C=N/Nc2ccc(S(N)(=O)=O)cc2)cc(OC)c1OC	4%	i	22	-8	-23	0.3%	i	0.1	-0.2	1132	6%	7.4%	3%
18	Cc1oc(-c2ccccc2F)nc1CSCC(=O)NC1CCC(C)CC1 (stereo unspecified)	13%	i	12	.	.	0.3%	i	6.6	.	.	-10%	3.2%	6%
19	Cc1ccccc1NC(=O)Nc1ccc2c(c1)CCC2	18%	i	11	.	.	-0.9%	i	2.2	.	.	3%	5.8%	-3%
20	O=C(Nc1ccon1)Nc1ccc(Cl)cc1Cl	9%	i	12	.	.	-0.8%	i	0.5	.	.	-2%	?	2%

Ordered by count of non-hydrogen atoms (lowest first): some entries from above.
#	Compound	Large T inhibition	T cell HTS	T cell HTS vesicle-bound %	WT yeast gro inh	WT yeast gro inh mutant strain	West Nile antiviral	Myeloid diff 2	Myeloid diff 2 GFP+ MAC1+ %	bCat nuc transl	bCat nuc transl cell count 5 µM	PhoP inhibition	RSV antiviral HEp-2	Rac1 GTP hydrolysis
8	COC(=O)[C@H](Cc1ccccc1)NC(=O)NCc1cccs1	-3%	i	2	-17	-21	0.5%	i	0.4	-1.5	1184	-8%	0.1%	5%
11	N/C(Cc1ccccc1)=N\OC(=O)c1cccc2ccccc12	5%	i	56	81*	21*	-0.3%	i	0.5	.	.	4%	-2.0%	13%
18	Cc1oc(-c2ccccc2F)nc1CSCC(=O)NC1CCC(C)CC1 (stereo unspecified)	13%	i	12	.	.	0.3%	i	6.6	.	.	-10%	3.2%	6%

(list continues)
#	Compound	Large T inhibition	T cell HTS	T cell HTS vesicle-bound %	WT yeast gro inh	WT yeast gro inh mutant strain	West Nile antiviral	Myeloid diff 2	Myeloid diff 2 GFP+ MAC1+ %	bCat nuc transl	bCat nuc transl cell count 5 µM	PhoP inhibition	RSV antiviral HEp-2	Rac1 GTP hydrolysis
21	O=C(NCC(=O)N(Cc1ccco1)C(C(=O)NC1CCCC1)c1ccncc1)c1cccs1 (stereo unspecified)	3%	i	70	-10	7	1.4%	i	0.6	0.1	481	3%	0.9%	5%
22	O=C(Cn1cnc2ccccc2c1=O)Nc1nnc(SCc2ccccc2)s1	15%	i	7	-10	-5	0.7%	i	2.0	-2.0	1380	-2%	1.0%	-7%
23	CC(=O)c1ccc(NC(=O)COC(=O)CCC(=O)c2cccs2)cc1	5%	i	28	1	9	0.4%	i	0.9	0.8	1077	21%	1.8%	8%
24	CCOc1ccccc1OCCCC(=O)N(CC)CC(=O)Nc1c(F)cccc1F	7%	i	58	.	.	.	i	0.5	.	.	6%	-1.3%	5%
25	COc1cc(NS(=O)(=O)c2cccc3nsnc23)cc(OC)c1	-4%	i	10	-4	1	-1.0%	i	1.1	-0.5	1131	1%	0.6%	-4%
26	COCCNC(=O)c1c[nH]c2ccc(S(=O)(=O)N3CCc4ccccc43)cc2c1=O	7%	i	38	1	8	0.9%	i	0.6	-0.6	1124	-8%	?	6%
27	CCc1cc(=O)oc2cc(C)cc(OCC(=O)NCCCn3ccnc3)c12	16%	i	22	.	.	-0.6%	i	1.5	.	.	-8%	-1.9%	10%
28	COc1ccc(NC(=O)COC(=O)[C@@H]2CCCN2C(=O)c2cccs2)cc1	5%	i	59	-1	-1	-0.3%	i	2.0	-1.8	1190	4%	1.5%	8%
29	NC(=O)c1nsc(C(=O)N(c2ccccc2)C(C(=O)NC2CCCC2)c2ccc3ncccc3c2)c1N (stereo unspecified)	10%	i	43	.	.	0.7%	i	0.7	.	.	0%	3.2%	6%
30	Cc1[nH]c2ccc(-c3n[nH]c(=S)n3-c3ccc(Br)cc3)cc2c1C	25%	i	51	-4	16	0.4%	i	0.7	0.1	1586	-2%	2.5%	5%
31	Cc1cccc(OCCNc2cc(N3CCN(C)CC3)ccc2[N+](=O)[O-])c1	16%	i	7	16	31	-0.7%	i	0.4	0.4	972	7%	-1.2%	9%
32	Cc1occc1C(=O)Nc1cccc(Cn2cccn2)c1	4%	i	45	7	6	0.0%	i	8.0	-0.7	1094	10%	.	0%
33	CC(=O)OCC1=C(C(=O)O)N2C(=O)C(NC(=O)c3ccc(COc4c(C)cccc4Cl)o3)C2SC1 (stereo unspecified)	27%	i	52	3	8	0.0%	i	0.3	1.2	1029	-2%	0.6%	17%
34	CCCCN(C)CCNC(=O)CCn1nc(-c2ccc(C)cc2)ccc1=O	7%	i	46	.	.	-0.5%	.	.	.	.	-1%	0.4%	5%
35	COc1ccc2c(c1OC)C(=O)OC2CC(=O)c1ccc(O)c(O)c1 (stereo unspecified)	36%	i	49	-4	-7	0.5%	i	7.8	.	.	3%	0.1%	56µM*
36	C=CCn1c(=O)c(C(=O)NCCN(CC)CC)c(O)c2ccccc21	13%	i	44	-4	-8	0.0%	i	0.4	-3.0	1428	-2%	-0.3%	-6%
37	O=C(NCC(c1cccs1)N1CCOCC1)C1CCN(S(=O)(=O)c2c(Cl)cccc2Cl)CC1 (stereo unspecified)	7%	i	60	.	.	.	i	1.0	.	.	7%	-1.2%	11%
38	Cc1ccc(CNS(=O)(=O)c2ccc(CN3C(=O)c4cccnc4C3=O)s2)o1	12%	i	41	.	.	-0.4%	i	0.3	.	.	-8%	2.1%	15%
39	COc1ccc(N(CC(=O)N/N=C/c2cccs2)S(=O)(=O)c2ccccc2)cc1	3%	i	49	9	2	0.1%	i	0.4	-0.9	1120	8%	4.6%	14%
40	Cn1cc(S(=O)(=O)Cc2ccc(F)cc2)c2ccccc21	2%	i	28	.	.	-0.9%	i	1.9	.	.	.	2.1%	7%
41	O=C(CNC(=O)c1ccccc1Cl)c1ccccc1	6%	i	56	.	.	0.7%	i	0.5	.	.	-3%	2.8%	1%
42	CCc1nnc(NC(=O)C(=O)NCCOC(=O)c2ccccc2Cl)s1	3%	i	23	21	16	0.1%	i	2.3	-1.1	1405	0%	0.4%	8%
43	COc1ccc(Nc2nc(=O)c3cc([N+](=O)[O-])ccc3s2)cc1	.	.	.	.	.	-0.3%	i	0.6	0.3	1339	-15%	.	9%
